Bioassay records from PubChem.
TR SRC2 fluor cs = Total Fluorescence Counterscreen for Inhibitors of the Interaction of Thyroid Hormone Receptor and Steroid Receptor Coregulator 2 | TRb/SRC2 Texas Red total fluorescence interference | Potency, µM (top dose mostly 106 µM), for inactives: top-dose fluorescence change, negative = quenching | 0.29% of 280,000 active | AID 1479, 2009; active = well fitted curve in either direction with a large enough effect; inconclusive = small, poorly fitted or top-dose-only effect; also: % is scaled to controls: 0 for no effect and ±100 for the full control effect
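Human TRb ligand-binding domain at 0.6 uM with 20 nM Texas Red SRC2 peptide in Tris buffer containing 1 uM T3 and 5% DMSO, incubated with compound 5 h at ambient temperature. Total fluorescence (555/632 nm) calculated as parallel + 2 × perpendicular.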
RECQ1 inh = qHTS Assay for Inhibitors of RecQ-Like Dna Helicase 1 (RECQ1) | ATP-dependent DNA helicase Q1 (Homo sapiens), P46063 | RECQ1 DNA unwinding, red fluorescence kinetic read | Potency, µM (titrated, usually from 57.3 µM), for inactives: at the highest dose activity, negative = inhibition, actives largely listed as inhibitors | 0.54% of 240,000 active | AID 2549, 2010;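 also: plate controls were vehicle for no effect and no enzyme for full effect; nearly all actives have a fitted effect of over 30% in size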
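50 nM RECQ1T1 preincubated 15 min with compound in Tris pH 8.0 buffer with MgCl2, DTT, Tween-20 and 2.5 ug/ml poly(dI-dC); started with 200 nM TAMRA/BHQ-2 forked duplex and 2 mM ATP. Unwinding read as fluorescence (525/598 nm), two reads 2 h apart.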
TRb SRC2 PPI = qHTS for Inhibitors of the Interaction of Thyroid Hormone Receptor and Steroid Receptor Coregulator 2; 0.065% of 280,000 active; TRbeta-SRC2 peptide binding, fluorescence polarization; receptor liganded with 1 µM T3; AID 1469, 2008; Thyroid hormone receptor beta (Homo sapiens), P10828; Potency, µM (series often up to 106 µM), inactives show at the top dose activity change, negative = inhibition, hits mostly inhibitors;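 also: plate controls were bound peptide for no effect and peptide without receptor for full effect; nearly all actives have a fitted effect of over 50% in size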
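Fluorescence polarization of 20 nM Texas Red SRC2 peptide (20-aa NR interaction domain) bound to 0.6 uM human TRb ligand-binding domain, with 1 uM T3, after 5 hr at ambient temperature; inhibition seen as decreased polarization.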
Tau fluor cs = Counterscreen qHTS for Inhibitors of Tau Fibril Formation, Fluorescence Polarization; Potency, µM (highest dose often 57.7 µM), without a hit: top-dose activity change, negative = decrease; tau K18 P301L Alexa594 fluorescence, heparin fibrillization; 0.93% of 280,000 active; also: % is scaled to controls: 0 for no effect and ±100 for the full control effect; nearly all actives have a fitted effect of over 55% in size
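Human K18 P301L tau (15 uM unlabeled plus 0.24 uM Alexa 594-labeled, final) in 100 mM sodium acetate pH 7 was mixed with compound and 20 uM heparin and incubated 6 hr at 37 C.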
Tau fibril FP = qHTS for Inhibitors of Tau Fibril Formation, Fluorescence Polarization | Microtubule-associated protein tau (Homo sapiens), P10636 | 0.39% of 280,000 active | Potency, µM (series often up to 57.7 µM), without a hit: top-dose activity, negative = inhibition, actives largely listed as inhibitors | K18 P301L tau heparin fibrillization, Alexa594 FP, 6 h | AID 1468, 2008; also: % is scaled to controls: 0 for no effect and ±100 for the full control effect; nearly all actives have a fitted effect of over 55% in size
Target sequence (P10636 561-689 P618L limits assumed): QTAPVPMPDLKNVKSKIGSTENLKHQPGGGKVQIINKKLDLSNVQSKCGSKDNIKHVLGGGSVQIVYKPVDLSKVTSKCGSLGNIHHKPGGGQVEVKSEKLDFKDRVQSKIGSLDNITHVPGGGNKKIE
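Recombinant K18 P301L […], labeled with Alexa 594 at 0.24 uM over 15 uM unlabeled; heparin inducer 20 uM final; 37 C, 6 hr; FP endpoint.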
Tau ThT inhib = qHTS for Inhibitors of Tau Fibril Formation, Thioflavin T Binding; Potency, µM (highest dose often 57.4 µM), inactives show at the top dose activity, negative = inhibition, actives largely listed as inhibitors; 2.1% of 270,000 active; recombinant tau K18 P301L (four-repeat tau fragment), heparin-induced fibrillization, ThT fluorescence; also: % is scaled to controls: 0 for no effect and ±100 for the full control effect; nearly all actives have a fitted effect of over 55% in size
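Tau K18 P301L fragment (15 uM unlabeled plus 0.24 uM Alexa 594-labeled) in 100 mM sodium acetate pH 7 with compound, fibrillization induced by 20 uM heparin for 6 hr at 37 C. Thioflavin T (30 uM) added, fluorescence read after 1 hr (ex 450, em 510 nm).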
HTT cytoprotect = qHTS Multiplex Assay to Identify Dual Action Probes in a Cell Model of Huntington: Cytoprotection (ATP). PC12 HTT-Q103 induced, cytoprotection, ATP luminescence, 40 h. Potency, µM (top dose mostly 56.4 µM), inactives show cytoprotection (ATP increase), hits mostly activators. 0.14% of 230,000 active;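 also: % of control where 0% means no effect; nearly all actives have a fitted effect of over 45% in size; toxic huntingtin expression switched on by the ecdysone agonist tebufenozide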
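ATP quantification (ATPlite) reports survival of PC12 cells in which tebufenozide, 100 nM final, switches on Htt exon 1 with 103 glutamines linked to GFP; compounds are titrated.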
L3MBTL1 block = qHTS Assay for the Inhibitors of L3MBTL1 | Potency, µM (titrated, usually from 57.1 µM), for the others: at the top dose activity, negative = inhibition, most hits filed as inhibitors | AlphaScreen L3MBTL1–H3K9me1 peptide binding | 0.66% of 230,000 active | Lethal(3)malignant brain tumor-like protein 1 (Homo sapiens), Q9Y468; also: % is scaled to controls: 0 for no effect and ±100 for the full control effect; nearly all actives have a fitted effect of over 60% in size
Target sequence (Q9Y468 whole entry, looked up): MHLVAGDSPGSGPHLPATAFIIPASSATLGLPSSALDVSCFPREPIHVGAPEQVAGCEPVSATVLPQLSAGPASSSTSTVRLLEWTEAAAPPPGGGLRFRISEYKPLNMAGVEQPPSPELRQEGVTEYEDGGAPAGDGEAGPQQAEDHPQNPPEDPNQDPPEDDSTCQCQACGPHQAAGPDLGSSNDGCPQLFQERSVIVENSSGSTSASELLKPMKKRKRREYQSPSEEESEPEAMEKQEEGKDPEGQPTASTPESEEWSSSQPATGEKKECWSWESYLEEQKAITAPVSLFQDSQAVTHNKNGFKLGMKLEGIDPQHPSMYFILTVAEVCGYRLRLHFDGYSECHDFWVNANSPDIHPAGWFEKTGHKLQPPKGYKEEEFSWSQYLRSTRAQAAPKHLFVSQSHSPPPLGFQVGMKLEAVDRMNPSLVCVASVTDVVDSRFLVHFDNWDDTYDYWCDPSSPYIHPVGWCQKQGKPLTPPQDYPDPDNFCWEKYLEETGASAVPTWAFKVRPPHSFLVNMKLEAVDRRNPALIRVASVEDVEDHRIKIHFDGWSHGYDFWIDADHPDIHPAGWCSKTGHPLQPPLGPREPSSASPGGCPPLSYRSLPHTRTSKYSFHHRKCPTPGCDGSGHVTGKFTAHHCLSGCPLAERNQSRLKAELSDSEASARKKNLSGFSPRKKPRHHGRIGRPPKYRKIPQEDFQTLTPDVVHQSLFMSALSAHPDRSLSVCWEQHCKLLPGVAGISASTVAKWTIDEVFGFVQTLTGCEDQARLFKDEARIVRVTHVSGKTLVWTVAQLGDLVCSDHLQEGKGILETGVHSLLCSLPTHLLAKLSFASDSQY
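AlphaScreen assay: L3MBTL1 (50 nM final) was preincubated 30 min at room temperature with biotinylated H3(1-15)K9me1 peptide (75 nM final), then 30 min with library compounds; streptavidin donor and nickel chelate acceptor beads (10 ug/mL final) added, 30 min dark.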
An asterisk follows results filed as active; i = inactive; u = inconclusive; x = no result given; [ ] = dose if it differs, or a comment. Unless noted, calls follow the shape of the dose curve; as a rule, active = well fitted curve in the direction sought with a large enough effect; inconclusive = small, poorly fitted or top-dose-only effect, or another doubt; inactive = no such curve, though single readings can be large; an effect the other way counts as inactive or inconclusive. Potency is read from the fitted curve at half-maximal effect. These rows are one share of the data, so the mix of outcomes need not match the whole.

Molecule | TR SRC2 fluor cs | RECQ1 inh | TRb SRC2 PPI | Tau fluor cs | Tau fibril FP | Tau ThT inhib | HTT cytoprotect | L3MBTL1 block
Cc1ccc(NC(=O)c2cc(N3C(=O)C=CC3=O)ccc2Cl)cc1C | -19% | -11% | 9% | -1% | -2% | u | 7%[10 µM] | u
COc1ccc(OC)c(C(c2nnnn2Cc2ccccc2)N2CCN(C3CCCCC3)CC2)c1 (centres undefined) | -4% | -8% | -3% | 1% | 3% | -1% | -28%[10 µM] | -4%
Cc1ccc(N(CC(=O)N/N=C/c2cccs2)S(C)(=O)=O)cc1 | -2% | 10% | -1% | 2% | 7% | 7% | -4%[10 µM] | -11%
O=C(O)c1ccccc1SC1CC(=O)N(c2ccc3c(c2)OCO3)C1=O (centres undefined) | -3% | i | -8% | -3% | 1% | u | 11% | -25%
Cc1ccccc1NC(=O)Nc1nnc(CC(=O)NCc2ccccc2)s1 | -5% | -3% | -4% | 2% | u | 2% | -3%[10 µM] | 4%
COc1ccc(CCC(=O)NNC(=S)NCc2ccc(F)cc2)cc1 | 0% | i | -4% | 2% | 5% | 0% | 3%[10 µM] | -4%
CCOC(=O)C1(CCc2ccccc2)CCN(Cc2nccn2CC)CC1 | -1% | i | -2% | 7% | -5% | 3% | -8%[10 µM] | -27%
CO/N=C(\N)c1nonc1N | 1% | -5% | 1% | 1% | 2% | 4% | 9%[10 µM] | 1%
COc1ccccc1NC(=S)Nc1ccc2cn[nH]c2c1 | 1% | i | 5% | -20% | -14% | -14% | 7% | 0%
Cc1cc(/C=N/NC(=O)C(=O)NCc2ccccn2)c(C)n1-c1cccc(Br)c1 | 0% | -26% | -1% | -1% | 2% | -8% | 7% | -27%
O=C1C2=CC[C@H]3C(=O)N(C[C@@H]4CCCO4)C(=O)[C@@H]3[C@@H]2[C@H](O)[C@@H]2O[C@H]12 | -1%[11.2 µM] | 12%[11.5 µM] | -5%[11.2 µM] | -30%[11.6 µM] | u | 3.2µM* | 1.4µM* | x
CC(C)(C)C(=O)CSc1ncnc2c1cnn2-c1ccccc1 | -1% | -2% | 11% | -11% | -6% | -10% | u | -4%
COc1cc(/C=N\Nc2nc(-c3ccc(C)cc3)c(NC(C)=O)s2)ccc1O | -7% | i | 4% | u | 6% | u | 6%[10 µM] | -12%
COCCn1nnnc1CN(Cc1ccco1)Cc1cc2cc3c(cc2[nH]c1=O)OCO3 | -3% | 1% | -6% | 3% | 3% | -3% | -17% | 5%
Cc1ccc(-c2c(CN3CCN(c4cc(Cl)ccc4C)CC3)csc2C)cc1 | -3% | x | -1% | -5% | 2% | -7% | x | x
Cc1c(C)c2c(C)[nH]nc2oc1=O | -2% | -2% | -16% | 6% | 2% | -2% | 14% | 7%
Cc1cccc(OCCn2c(NC(=O)c3ccco3)nc3ccccc32)c1 | -3% | -5% | -11% | -12% | -4% | u | 5% | -1%[11.4 µM]
O=C(Nc1cccc(O)c1)c1ccc(Br)c(S(=O)(=O)N2CCCCC2)c1 | 1% | -3% | -2% | 3% | -7% | 3% | 2%[10 µM] | 4%
COc1ccc2c(c1)CC/C2=N\OC(=O)c1cccc(C)c1 | -2% | -2% | 2% | 5% | -2% | u | -5%[10 µM] | -3%
Cc1ccccc1CNC(=O)c1cccc(NC(=O)c2nsc3ccccc23)c1 | -1% | x | 4% | -29% | -14% | 3% | x | x
CCOC(=O)c1c(C)[nH]c(C)c1S(=O)(=O)N1CCCC(C(=O)Nc2ncccc2C)C1 (centres undefined) | 0% | x | -3% | -2% | -2% | 0% | x | x
Cc1cc(F)ccc1NC(=O)c1sc2nc(-c3cccs3)ccc2c1N | -5% | x | 9% | u | -14% | u | x | x
CCN(Cc1ccncc1)Cc1c(O)ccc2ccccc12 | -3% | i | -7% | u | -14% | u | x | -12%
CC(C)c1nc2c([nH]1)c(=O)n(C)c(=O)n2C | -1% | -9% | -1% | -1% | -2% | -1% | -8%[10 µM] | 1%
COC(=O)c1c(-c2ccccc2)csc1NC(=O)c1c(-c2ccccc2)noc1C | 2% | -12% | 9% | -15% | 4% | -15% | -20%[10 µM] | -2%
CC(=O)Nc1c(Nc2ccccc2)c2ccccc2oc1=O | -1% | 0% | 2% | -7% | -3% | -3% | 38%[10 µM] | 3%
Oc1ccccc1CN1CCCN(Cc2ccccc2O)C1 | 1% | 3% | 5% | 1% | 2% | 3% | -35% | x
COc1cc(/C=N/NC(=O)C2CCN(CC(O)COCc3ccccc3)CC2)cc(OC)c1OC (centres undefined) | -5% | -1% | 0% | -8% | 4% | -11% | -21% | x
Cc1cccc(-c2ncc(CN3CCN(CC(C)C)C(CCO)C3)cn2)c1 (centres undefined) | -1% | -2% | 5% | -18% | -9% | -13% | 6% | 4%
Cc1nc(Nc2ccccc2)sc1C(=O)c1ccccc1 | 0% | -6% | -4% | u | 14% | u | -9%[10 µM] | 7%

Some entries already given, showing only RECQ1 inh and L3MBTL1 block.
compound	RECQ1 inh	L3MBTL1 block
CC(C)c1nc2c([nH]1)c(=O)n(C)c(=O)n2C	-9%	1%
COC(=O)c1c(-c2ccccc2)csc1NC(=O)c1c(-c2ccccc2)noc1C	-12%	-2%

Further records
Molecule | TR SRC2 fluor cs | RECQ1 inh | TRb SRC2 PPI | Tau fluor cs | Tau fibril FP | Tau ThT inhib | HTT cytoprotect | L3MBTL1 block
COc1ccc(S(=O)(=O)NCCc2cn3ccsc3n2)cc1 | -10% | x | 0% | 5% | 3% | 7% | x | x
CCCCCCOC(=O)Cc1c(C)nc(-c2ccccc2)[nH]c1=O | -4% | -9% | -11% | -1% | 1% | -1% | -3% | 2%
CSc1ccccc1NC(=S)Nc1cccc(C(F)(F)F)c1 | -3% | i | -2% | -18% | -21% | 5% | 4% | x
Cn1c(SCC(=O)NCc2ccc3c(c2)OCO3)nnc1-c1c[nH]c2ccccc12 | 1% | i | -7% | -4% | -3% | -7% | 2% | 30%[11.4 µM]
Nc1c(C(=O)N/N=C/c2ccc([N+](=O)[O-])cc2)sc2nnc(-c3ccccc3)c(-c3ccccc3)c12 | -9% | -2% | 6% | 0% | -5% | 0% | -10%[10 µM] | 4%
CN1C(=O)C2(Nc3ccccc3-c3nc4ccccc4n32)c2ccccc21 (centres undefined) | -5% | -5% | -1% | -8% | 1% | -10% | -20% | -10%
CC(C)(C)OC(=O)N1CCC(N2CCN(Cc3ccccc3)C(=O)C2=O)CC1 | -1% | x | 4% | -1% | 8% | -5% | x | x
COc1ccc(CNC(=O)C2CCN(c3nc(OC)nc(OC)n3)CC2)cc1 | -1% | -4% | -3% | -8% | 1% | -7% | -2% | -1%
O=C(COC(=O)c1cccs1)NCCCc1ccccc1 | -1% | -16% | -14% | 6% | 2% | -1% | 7%[10 µM] | 9%
COCCn1c(=O)[nH]c2cc(C(=O)NCCc3ccc(S(N)(=O)=O)cc3)ccc2c1=O | 0% | i | -6% | 1% | -2% | -4% | u | 7%
CCOC(=O)Cc1c(Sc2ccccc2)c2cc(C)ccc2n1C | 1% | -8% | 0% | u | -3% | -4% | 18%[10 µM] | 37%[activator]
Cc1ccccc1N1C(=O)C2C3C=CC(C2C1=O)N(C)C3=O (centres undefined) | -3% | -4% | 3% | 1% | -4% | 4% | -1%[10 µM] | 1%
C=CCn1c(SCc2nc3ccccc3c(=O)[nH]2)nc2ccccc2c1=O | 2% | i | -1% | -15% | -12% | -8% | 7% | x
Nc1ccc(Cl)c(S(=O)(=O)Nc2ccccc2Cl)c1 | -2% | i | 6% | -2% | -1% | 2% | -22% | 0%
Cc1ccc(S(=O)(=O)NC(C)C(c2cccs2)N2CCOCC2)cc1 (centres undefined) | 1% | -3% | 3% | -11% | -9% | -3% | x | -1%
CCC(=O)Nc1ccc(C(=O)N/N=C/c2cccnc2)cc1 | 0% | -11% | 7% | 7% | 2% | 12% | 10% | -7%
COC(=O)[C@@]1(Cc2ccc(OC)cc2)[C@H]2c3cc(C(=O)N(C)C)n(Cc4ccc(S(C)(=O)=O)cc4)c3C[C@H]2CN1C(=O)c1ccccc1 | -3% | i | 8% | -6% | 11% | -13% | -11% | x
CCn1c(NC(C)=O)nc2ccccc21 | 0% | -1% | 4% | 6% | 9% | 0% | 11%[1.9 µM] | 0%
Cc1cccn2c(=O)c3cc(C(=O)NCc4ccco4)c(=N)n(CCOCCO)c3nc12 | 2% | -7% | -15% | -29% | 12% | -15% | -86%[inhibitor] | 40%[activator]
CCOC(=O)c1cc(CC)sc1NC(=O)C1CC(=O)NN1Cc1ccccc1 (centres undefined) | 0% | -2% | 2% | -5% | 0% | -7% | 0%[10 µM] | -7%
Cc1cccc(C(=O)N[C@H](C(=O)Nc2nc3ccccc3[nH]2)C(C)C)c1 | -1% | 0% | 11% | -2% | -1% | -2% | -144%[inhibitor] | x
CCOc1ccc(CCNC(=O)CN2CCN(Cc3ccccc3F)C2=O)cc1OCC | 2% | -13% | -1% | -3% | 4% | -3% | 5% | -7%
CC(C)COc1ccc(C(=O)OCCN2CCOCC2)cc1 | -1% | 9% | -6% | -4% | 0% | -11% | 12% | x
Cc1nc2cccnc2n1-c1cccc(C(=O)NCc2cccc(Cl)c2)c1 | -2% | x | 4% | -16% | -16% | -1% | x | x

Taken from above.
Entry of Cc1cccn2c(=O)c3cc(C(=O)NCc4ccco4)c(=N)n(CCOCCO)c3nc12 in L3MBTL1 block: 40%[activator]
Entry of Cc1nc2cccnc2n1-c1cccc(C(=O)NCc2cccc(Cl)c2)c1 in Tau ThT inhib: -1%
